ERp5 block = inhibitors of ERp5-driven insulin aggregation, primary screen, biochemical, turbidity, absorbance 650 nm, single point | 90 min | Protein disulfide-isomerase A6 (Homo sapiens), Q15084 | 0.05% of 350,000 active | inhibition, % at 9.99 µM;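 active = mean replicate inhibition above about 25%, with every replicate also reaching it, limit read from the data, passing the limit was not always enough; inconclusive = only one of those two criteria met; inactive = neither criterion met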
Statin myotox sup = suppressors of statin myotoxicity in C2C12 myotubes, primary screen, cell-based, single point, plate reader; C2C12 myotubes + simvastatin, ATP luminescence, 48 h; scaled: DMSO 0, geranylgeraniol control 100; rescue of ATP level, % at 7.49 µM; 0.78% of 330,000 active;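 active = mean ATP rescue above about 67%, or every replicate alone reaching that limit, limit read from the data, passing the limit was not always enough; inconclusive = no clear call, values can overlap the other calls; inactive = mean under the limit and some replicate under it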;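 also: myotubes were challenged with 10 µM simvastatin during compound exposure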
DENV2 CPE rescue = inhibitors of DENV2 cytopathic effect, primary screen, cell-based, plate reader, single concentration; DENV2-infected cells, cytopathic effect rescue; CPE inhibition, % at 9.99 µM; 1.7% of 350,000 active; in the data active = CPE inhibition above about 20%, passing the limit was not always enough; inconclusive = no clear call, values can overlap the other calls; tested in BHK-21 cells;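 also: 0% = median of neutral control wells and 100% = median of positive control wells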
PglD inh = C. jejuni PglD acetyltransferase inhibitors, primary screen, biochemical, DTNB colorimetric, single point | purified PglD enzyme, DTNB colorimetric CoA detection | inhibition, % at 12.5 µM | 0.098% of 360,000 active; in the data active = inhibition above about 16%, passing the limit was not always enough; inconclusive = no clear call, values can overlap the other calls; also: strong numbers were not always called active
S100A4 inh HTS = inhibitors of S100A4-myosin IIA peptide binding, primary screen, biochemical, fluorescence polarization, TAMRA-MyoIIA peptide; Protein S100-A4 (Homo sapiens), P26447; inhibition, % at 10.7 µM; 0.14% of 360,000 active; AID 652163, 2013;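 active = mean inhibition of at least 70% across replicates, with every replicate also reaching that level; inconclusive = mean inhibition reaches 70% but some replicates fall short; inactive = mean inhibition below 70%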
Target sequence (P26447 whole entry, looked up): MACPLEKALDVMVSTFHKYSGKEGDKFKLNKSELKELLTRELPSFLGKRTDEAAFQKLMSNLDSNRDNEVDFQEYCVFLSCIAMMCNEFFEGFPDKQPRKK
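System – human S100A4 monomer protein, biochemical binding assay · Buffer or medium – Calcium-containing HEPES buffer, pH 7.2 · Timing – 5 min between mix addition and reading · Also added – TAMRA-labelled myosin IIA heavy-chain peptide probe, 5 nM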
SIRT5 inh = SIRT5 desuccinylase inhibitors, primary screen, biochemical, fluorescence imaging, single point, set 5 | NAD-dependent protein deacylase sirtuin-5, mitochondrial (Homo sapiens), Q9NXA8 | Purified SirT5, succinyl-peptide AMC, trypsin-coupled fluorescence | inhibition, % at 15 µM | 1.1% of 330,000 active; in the data active = inhibition above about 15%; inconclusive = no clear call, values can overlap the other calls
Target sequence (Q9NXA8 whole entry, looked up): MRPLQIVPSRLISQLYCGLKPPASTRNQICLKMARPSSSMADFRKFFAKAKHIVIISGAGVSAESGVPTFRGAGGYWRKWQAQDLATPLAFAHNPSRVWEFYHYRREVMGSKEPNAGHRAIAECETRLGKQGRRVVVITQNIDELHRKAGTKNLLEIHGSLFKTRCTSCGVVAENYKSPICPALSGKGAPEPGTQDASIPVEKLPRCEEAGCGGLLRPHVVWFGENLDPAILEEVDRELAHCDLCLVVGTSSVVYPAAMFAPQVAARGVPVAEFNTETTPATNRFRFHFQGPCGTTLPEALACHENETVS
E-selectin induc = E-selectin induction in HUVECs, primary screen, imaging, HUVEC, immunofluorescence imaging, single point; normalized: neutral wells 0, TNF-alpha wells 100; 0.37% of 260,000 active; activation, % at 7.58 µM;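 active = mean E-selectin-positive cell signal at least 10% of the positive control, reached in at least 60% of replicates, without over 20% cell loss; inconclusive = no rule given, readout overlaps actives, possibly toxicity-flagged; inactive = the rest, including those meeting only one limit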;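 also: in these data hits start at about 27%; measured in HUVEC primary endothelial cells; signal is the percent of cells scored E-selectin positive by PE staining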
Target sequence (P16581 whole entry, looked up): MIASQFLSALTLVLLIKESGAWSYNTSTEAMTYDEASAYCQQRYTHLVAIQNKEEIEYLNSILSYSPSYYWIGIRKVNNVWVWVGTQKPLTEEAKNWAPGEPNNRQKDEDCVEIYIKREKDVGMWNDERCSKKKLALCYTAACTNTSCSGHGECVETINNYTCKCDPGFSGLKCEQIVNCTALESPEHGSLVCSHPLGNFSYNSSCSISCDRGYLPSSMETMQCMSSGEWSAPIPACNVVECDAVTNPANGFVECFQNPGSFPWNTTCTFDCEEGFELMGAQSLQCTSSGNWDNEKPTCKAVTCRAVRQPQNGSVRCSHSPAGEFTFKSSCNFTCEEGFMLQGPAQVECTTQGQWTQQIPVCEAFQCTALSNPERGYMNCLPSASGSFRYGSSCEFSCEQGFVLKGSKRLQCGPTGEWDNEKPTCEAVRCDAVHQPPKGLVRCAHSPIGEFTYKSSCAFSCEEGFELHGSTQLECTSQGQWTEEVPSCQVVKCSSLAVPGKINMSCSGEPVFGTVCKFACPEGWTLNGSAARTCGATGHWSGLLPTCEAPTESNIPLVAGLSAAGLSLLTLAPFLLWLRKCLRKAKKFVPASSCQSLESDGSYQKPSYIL
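material = human umbilical vein endothelial cells (HUVEC), E-selectin induction | quantity = 3,000 cells/well | medium = EGM-2 growth medium on 0.1% gelatin-coated wells | technique = immunofluorescence imaging | read-out basis = % PE-positive cells | control set = TNF-alpha positive control, DMSO neutral control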
Active calls of the source: *; ? = inconclusive; · = not tested or not shown; & = joins results of further samples.

canonical_smiles,ERp5 block,Statin myotox sup,DENV2 CPE rescue,PglD inh,S100A4 inh HTS,SIRT5 inh,E-selectin induc
COc1cccc(NC(=O)CSc2nc(=O)n(CCN(C)C)c3c2CCCC3)c1,3,-2,13,0,-5,-1,?
COc1ccc(C(CNC(=O)CNC(=O)c2cc(OC)c(OC)c(OC)c2)N2CCOCC2)cc1 (centres undefined),6,14,-6,2,2,1,-0.3
CCC(C)(C)NC(=O)CN(Cc1ccc(F)cc1)C(=O)CCC(=O)Nc1ccccn1,-1,9,0,1,-4,-2,-0.1
CCOc1ccccc1NC(=O)CCn1ccnc1,0,8,2,-1,-5,-4,0.8
C[C@H]1CN([C@@H](C)CO)C(=O)CCCn2cc(nn2)CO[C@@H]1CN(C)S(=O)(=O)c1cccs1,1&-1,-3&-5,2&10,2&-2,0&1,-3&1,-0.1
C[C@@H]1CCCCO[C@H](CN(C)Cc2ccc3c(c2)OCO3)[C@@H](C)CN([C@H](C)CO)C(=O)c2cc(NC(=O)Nc3ccc(F)cc3)ccc2O1,5,-68,-1,-3,-7,1,-0.1
CCOc1nc(NC(=O)NC(=O)c2ccccc2)nc(-c2ccccc2)n1,-1,·,-3,1,5,4,·
O=C1CCc2cc(S(=O)(=O)NC(Cc3ccccc3)C(=O)NCC3CCCO3)ccc2N1 (centres undefined),-5,-8,1,-9,-4,·,·
OC[C@@H]1[C@@H](c2ccc(-c3ccccc3)cc2)[C@H]2CN(Cc3cncnc3)CCCCN12,1,·,-6,1,19,1,-0.3
NS(=O)(=O)c1ccc(N/N=C/c2ccc(O)c(O)c2O)c([N+](=O)[O-])c1,-1,·,11,-6,6,16*,0.0
CCCc1cn(S(=O)(=O)c2ccc(OC)cc2OC)nc1N,0,36,·,-8,-4,-2,·
C[C@@H](NC(=O)C[C@H]1CC[C@@H]2[C@H](COC[C@H](O)CN2C(=O)Nc2cccc(F)c2)O1)c1ccccc1,3,-15,-2,2,1,-5,0.1
CC(C)=C[C@H]1C[C@H](C)[C@H]2CC[C@H](C)c3c(O[C@@H]4O[C@@H](C)[C@@H](O)[C@@H](O)[C@@H]4O)c(O)c(C)c1c32,0,4,?,3,13,1,·
CCCCn1c(SCC(=O)NC2CC(C)(C)NC(C)(C)C2)nc2cc(S(N)(=O)=O)ccc21,2,4,5,-5,1,-2,0.9
Cc1ccc(NC(=O)CCNS(=O)(=O)c2ccc3c(c2)CCC(=O)N3)c(Br)c1,13,8,-4,5,0,-8,0.1
Cc1ccc(CN2CCc3[nH]c(=O)[nH]c(=O)c3C2)cc1,3,1,-6,-7,6,·,-0.3
COc1ccc2c3c([nH]c2c1)[C@@H](CO)N(C)CC31CCN(C(=O)c2ccccc2F)CC1,-6,·,-8,·,-32,-5,0.1
O[C@@H](Cc1ccccc1)[C@@H](/C=C/c1ccccc1)N(Cc1ccccc1)Cc1ccccc1,4,·,-3,·,-2,-1,0.2
Cc1ccccc1CSCC(=O)N1CCN(c2ccccc2)CC1,3,·,1,·,2,-1,0.0
CN1C/C(=C/c2cccs2)C(=O)/C(=C\c2cccs2)C1,1,33,3,-8,4,0,21
C[C@H](CO)N1C[C@H](C)[C@H](CN(C)C(=O)Nc2ccc(F)cc2)Oc2ccc(NC(=O)Nc3ccccc3)cc2CC1=O,6,-20,7,-1,-15,1,0.2
CCN(CC)CCn1c2c(c(SCC(=O)Nc3ccc(C(C)C)cc3)nc1=O)CCCC2,3,0,-1,0,3,0,·
CCOC(=O)c1ccc(-c2ccc3c(=O)c4ccccc4n(C)c3c2)cc1F,5,1,-5,-1,2,·,-0.3
O=C(O)/C=C/C(=O)Nc1ccc(O)cc1,-3,10,-2,6,31,-2,0.2
CCC(=O)N1CC(=O)N2[C@H](CO)[C@H](c3ccc(C#CCC(C)C)cc3)[C@H]2C1,0,·,-11,·,-5,-4,0.2
Oc1ccccc1C=NN1CCCCCC1,-7,6,-6,·,-6,-3,·
COc1cccc(/C=N/Nc2ncnc3c2[nH]c2ccc(C)cc23)c1OC,1,·,1,·,4,-5,1.0
COCCNC(=O)C[C@@H]1C[C@H]2c3cc(NC(=O)c4ccc5c(c4)OCO5)ccc3O[C@H]2[C@H](CO)O1,-2,2,-3,1,8,5,-0.5
O=C(CCN1C(=O)c2ccccc2S1(=O)=O)Nc1ccccc1F,-1,2,8,-2,0,-5,0.4
Cc1noc(C)c1NC(=O)N(C)C[C@@H]1Oc2ccc(NC(=O)Nc3ccccc3)cc2CC(=O)N([C@H](C)CO)C[C@H]1C,0,-1,-7,1,17,-3,-0.1
O=C(c1ccc2c(=O)n(C3CCCC3)c(=S)[nH]c2c1)N1CCCCCC1,4,·,5,·,-1,0,·
Cc1cc(NC(=O)CCC(=O)N(c2ccccc2)C(C(=O)NC2CCCC2)c2ccccc2C)no1 (centres undefined),-1,-7,-3,-4,-6,·,0.0
O=C(COC(=O)CSc1ccc(F)cc1)NCc1ccco1,-8,2,1,4,4,2,-0.2
COC(=O)c1cccc(N2C(=O)C3C4C=CC(CC4)C3C2=O)c1 (centres undefined),0,-2,1,-3,-2,1,3.9
Cn1cc(S(=O)(=O)NC(c2ccccc2)c2ccccc2)c(=O)n(C)c1=O,-2,16,-6,2,2,-4,3.8
Cc1ccc(NS(=O)(=O)c2ccc(C(=O)NCCCN3CCOCC3)cc2)cc1,-2,-4,-8,-5,-8,-4,·
COc1cccc(NC(=O)CCN2CCOCC2)c1,-5,6,-2,-1,-10,-2,·
COc1ccc(CCNc2nc(-c3cccnc3)nc3ccccc23)cc1OC,-2,-32,2,-5,4,-5,·
Cc1cc(Cl)c2oc(C(=O)NCCN3CCCCC3CO)c(C)c2c1 (centres undefined),0,-5,-2,-3,-6,0,·
COc1cccc(C(=O)NC(=S)N2c3ccccc3CC2C)c1OC (centres undefined),0,-3,-3,-4,-5,-3,0.3
C[C@@H]1CCCCO[C@@H](CN(C)Cc2ccccc2)[C@@H](C)CN([C@@H](C)CO)C(=O)c2cc(NS(=O)(=O)c3cn(C)cn3)ccc2O1,2,·,-9,-1,5,0,-0.1
OC[C@@H]1[C@H](c2ccc(-c3ccccc3)cc2)[C@H]2CN(Cc3ccccn3)CCCCN12,0,·,3,6,9,-3,-0.5
CCOC(=O)N1CCN(C(=O)CCn2c(=S)[nH]c3ccsc3c2=O)CC1,5,·,1,·,-4,0,9.9
CCN(C[C@H]1[C@H](c2ccccc2)[C@H](CO)N1C(C)=O)C(=O)NC(C)C,-4,7,27*,-1,-5,1,-0.3
COc1cccc(-c2ccc(C3[C@H]4CNC[C@@H]3N4C(=O)NC3CCCCC3)cc2)c1 (some centres undefined),1&-3,·,-14&-8,·,-6&8,2&-2,0.1&0.1
CCCC(=O)Nc1ccccc1NC(=O)c1ccc(OC)cc1,-2,·,·,·,-2,-4,·
NC(CO)C(=O)NNCc1ccc(O)c(O)c1O (centres undefined),-3,0,8,0&-2,6&21,-1,-0.1
CCOC(=O)N1CCN(Cc2nc3c(c(=O)n(C)c(=O)n3C)n2CCC(C)C)CC1,4,15,8,-3,-3,6,0.6
COC(=O)[C@@H]1[C@@H](CO)[C@@H]2Cn3c(ccc(-c4ccccc4)c3=O)[C@@H]2N1Cc1cccc(F)c1,1,48,0,2,8,-6,-0.9
CCn1cc(CN2CCC(n3nccc3NC(=O)c3ccccc3C)CC2)c(C)n1,0,·,·,2,2,-2,1.1
O=C(CCN1CCCCC1)N[C@H]1C=C[C@@H](CC(=O)N2CCC(Cc3ccccc3)CC2)O[C@H]1CO,3,-4,0,0,3,-1,-0.2
COc1cc(SC)ccc1C(=O)OCC(=O)NC1CCCC1,-6,0,18,7,-1,-1,-0.2
Cc1occc1C(=O)N1CCCC(N2CCN(c3cccc(Cl)c3)CC2)C1 (centres undefined),-11,·,-4,-1,-8,1,·
CS(=O)(=O)N(CC(=O)Nc1ccc(S(=O)(=O)N2CCOCC2)cc1)c1ccccc1Br,4,1,6,-2,-3,0,-3.0
C[C@H](CO)N1C[C@H](C)[C@@H](CN(C)Cc2cncnc2)Oc2ncc(-c3cccc(F)c3)cc2C1=O,3,·,-4,0,-5,-3,0.0
COc1ccc2sc(-c3ccccc3OC)c(C#Cc3cncn3C)c2c1,-1,-21,-6,-1,3,1,-0.1
COc1cc(C)c(S(=O)(=O)N2CCOCC2)cc1C,-7,-10,5,4,-3,-3,·
CC(NCc1ccc(F)cc1)C(=O)Nc1cc(S(=O)(=O)N2CCCCC2)ccc1Cl (centres undefined),-8,·,-3,·,-3,-4,-0.2
O=C(NCCC(F)(F)F)C1Cc2c(-c3ccc(Cl)cc3)ccnc2O1 (centres undefined),-1,1,-13,2,-16,·,0.1
CCNC(=O)C[C@H]1CC[C@H]2[C@@H](COc3ccc(NC(=O)Nc4ccc(C)cc4)cc3C(=O)N2C)O1,2,-7,-3,5,0,5,0.1

Part of the list above, with values under each structure:
Every second line gives: ERp5 block | Statin myotox sup | DENV2 CPE rescue | PglD inh | S100A4 inh HTS | SIRT5 inh | E-selectin induc
> COC(=O)c1cccc(N2C(=O)C3C4C=CC(CC4)C3C2=O)c1 (centres undefined)
  0 | -2 | 1 | -3 | -2 | 1 | 3.9
> Cn1cc(S(=O)(=O)NC(c2ccccc2)c2ccccc2)c(=O)n(C)c1=O
  -2 | 16 | -6 | 2 | 2 | -4 | 3.8
> Cc1ccc(NS(=O)(=O)c2ccc(C(=O)NCCCN3CCOCC3)cc2)cc1
  -2 | -4 | -8 | -5 | -8 | -4 | ·

Further results follow.
canonical_smiles,ERp5 block,Statin myotox sup,DENV2 CPE rescue,PglD inh,S100A4 inh HTS,SIRT5 inh,E-selectin induc
COc1cc(S(=O)(=O)NCCCN2CCOCC2)ccc1-n1cnnn1,4,·,-3,·,-6,2,4.9
O=C1c2ccccc2C(O)N1Cc1ccccc1 (centres undefined),2,-13,-3,2,7,-8,·
CC(C)CNC(=O)c1cccc(NC(=O)C(C)Oc2ccccc2)c1 (centres undefined),10,·,-10,·,-3,2,·
OCC[C@H]1C[C@H](O)[C@@H](O)[C@@]2(Cc3ccccc3CCO2)O1,1,-15,?,-5,-3,6,-0.5
COc1ccc(NC(=O)C/C(C)=N/NC(=O)C(=O)NC2CCCCC2)c(OC)c1,0,·,4,·,0,-1,·
O=C([C@@H]1[C@@H](CO)[C@@H]2Cn3c(ccc(-c4ccccc4)c3=O)[C@H]1N2CCC(F)(F)F)N1CCOCC1,0,3,16,0,7,-23,-0.2
CN(C)CCCNC(=O)[C@@H]1[C@@H](CO)[C@@H]2Cn3c(ccc(-c4cccc(F)c4)c3=O)[C@@H]2N1C,0,-18,1,0,2,-6,-0.2
CCOC(=O)c1c(C)[nH]c(C)c1C(=O)CSc1nc2ccccc2n1CC,2,·,2,·,-2,·,·
CCN(CC)CCN1C(=O)C(=O)/C(=C(/O)c2c(C)[nH]c(C(=O)OC)c2C)C1c1ccco1 (centres undefined),-7,6,·,0,0,0,·
CCC(=O)c1ccc(OCC(=O)OC(C)C(=O)Nc2c(C)n(C)n(-c3ccccc3)c2=O)cc1 (centres undefined),-1,-8,?,3,3,3,-1.1

An excerpt; rates above refer to the full screens.
